GLD-1 TGE inh = GLD-1-TGE RNA interaction inhibition (C. elegans); Q17339; purified GLD-1 + fluorescein TGE RNA, fluorescence polarization; inhibition, % at 5.96 µM; 320,000 tested, 0.44% active; AID 2280;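 active means percent inhibition above a per-plate cutoff, the plate mean of test compounds plus 3 SD, cut at about 30% in these data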;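 further: 0% = DMSO wells with GLD-1 and probe and 100% = wells lacking GLD-1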
Bcl-xL primary = blocks human Bcl-xL binding to Bim BH3 peptide | Q07817 | GST-Bcl-xL / FITC-Bim BH3 peptide fluorescence polarization | inhibition, % at 10.9 µM | 320,000 tested, 0.7% active;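 active means inhibition above the mean of all tested compounds plus 3 SD, cutoff set per campaign, cut at about 30% in these data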;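 further: 0% = DMSO wells and 100% = unlabeled Bim-BH3 peptide competitor; inhibitors lower millipolarization by displacing the labeled peptide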
Target sequence (Q07817 whole entry, looked up): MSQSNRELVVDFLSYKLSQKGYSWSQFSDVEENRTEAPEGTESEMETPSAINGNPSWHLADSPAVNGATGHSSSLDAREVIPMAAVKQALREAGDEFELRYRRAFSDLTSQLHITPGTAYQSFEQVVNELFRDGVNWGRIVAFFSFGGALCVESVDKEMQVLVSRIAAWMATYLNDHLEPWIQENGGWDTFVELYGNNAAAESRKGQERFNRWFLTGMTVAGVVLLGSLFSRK
MEX-5 binding = C. elegans MEX-5 TCR-2 RNA binding activity | Q9XUB2 | MEX-5/FITC-TCR2 RNA binding, fluorescence polarization; hits give low values | activity score (negative = inhibition of binding), % at 10 µM | 300,000 tested, 0.38% active | AID 1832;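 active means inhibition past about -25% in most replicates, and total fluorescence under double the plate's negative control median, limit read from the data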;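 further: 0% = DMSO and -100% = 5 µM competing unlabeled TCR2 RNA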
Target sequence (Q9XUB2 whole entry, looked up): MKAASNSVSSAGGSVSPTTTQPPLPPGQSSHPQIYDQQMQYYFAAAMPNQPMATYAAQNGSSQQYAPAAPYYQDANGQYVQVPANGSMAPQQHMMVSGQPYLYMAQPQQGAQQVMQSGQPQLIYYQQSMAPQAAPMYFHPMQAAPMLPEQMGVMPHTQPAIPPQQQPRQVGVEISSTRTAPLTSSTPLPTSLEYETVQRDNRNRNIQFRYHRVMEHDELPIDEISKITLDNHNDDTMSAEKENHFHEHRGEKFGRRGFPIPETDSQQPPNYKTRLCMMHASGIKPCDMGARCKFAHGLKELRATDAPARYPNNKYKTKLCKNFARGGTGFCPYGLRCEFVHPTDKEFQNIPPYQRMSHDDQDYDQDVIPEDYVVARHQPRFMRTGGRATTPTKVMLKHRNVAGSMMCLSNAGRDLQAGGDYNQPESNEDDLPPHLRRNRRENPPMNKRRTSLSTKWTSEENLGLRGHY
ZTA counter = ZTA (EBV) inhibition in EBNA-1 counter-screen | AID 2234 | inhibition, % at 11 µM | 320,000 tested, 0.15% active | P03206 | ZTA-DNA binding, fluorescence polarization; in the data active means inhibition above about 33%
Efflux pump mplx = antifungal efflux pump inhibition, Nile Red retention. S. cerevisiae Candida pump triplex. inhibition, % at 10 µM. 330,000 tested, 0.44% active;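 active means plate passing quality check with inhibition over a set limit, or well fluorescence over plate mean plus 4 SD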;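 further: Nile Red retained in pooled yeast measured as flow cytometry median fluorescence; 0% = buffer negative control and 100% = Enniatin B positive control; higher means more Nile Red kept so more efflux inhibition; some compounds called inactive have numbers as strong as hits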
EBNA-1 inhibitor = blocks EBNA-1 binding to DNA; 300,000 tested, 0.34% active; inhibition, % at 14.8 µM; EBNA-1 DNA binding, fluorescence polarization; in the data active means inhibition above about 28%
CR mimetic SO = lowers age-related superoxide in aged yeast cells; S. cerevisiae aged cells, superoxide DHE fluorescence; hits give low values; superoxide response (% of plate mean), % at 10 µM; 330,000 tested, 0.18% active;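 active means superoxide response under a set limit, about three screen SD below normal, cut at about 65% in these data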;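 further: yeast aged for seven days with compound at 30 °C before DHE staining; 100% = average MFI of all compound-treated wells on the plate with controls excluded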
MCL1-BIM inh = disrupts human MCL1 binding to BIM-BH3 peptide; AID 2057; 320,000 tested, 0.68% active; Q07820; GST-MCL1 / FITC-Bim-BH3 fluorescence polarization; inhibition, % at 10.9 µM;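 active means inhibition above the mean inhibition of all tested compounds plus 3 SD, set per campaign, cut at about 40% in these data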;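 further: 0% = DMSO wells and 100% = unlabeled Bim-BH3 peptide control; higher means more loss of mP so more displacement of Bim peptide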
Fam108B counter = blocks mouse Fam108B hydrolase in RBBP9 counter-screen; inhibition, % at 9.51 µM; AID 1947; recombinant Fam108B, FP-Rh probe fluorescence polarization; 300,000 tested, 0.33% active;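 active means inhibition above the screen mean inhibition plus 3 SD, computed separately per campaign, cut at about 18% in these data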;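 further: inhibitors lower polarization as less probe binds the enzyme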
Active calls of the source: *; / = not tested or not shown. Compounds as they come. About 2.3% of those tested had a hit in this group.

SMILES	GLD-1 TGE inh	Bcl-xL primary	MEX-5 binding	ZTA counter	Efflux pump mplx	EBNA-1 inhibitor	CR mimetic SO	MCL1-BIM inh	Fam108B counter
CC(=O)N1c2ccc(S(=O)(=O)N3CCC(C(=O)Nc4ccc(C)cn4)CC3)cc2CC1C (centres undefined)	-1	4	-4.8	11	0.1	13	112	11	1
O=C(COC(=O)c1ncc(Cl)c(Cl)c1Cl)NC1CCCCCC1	3	-13	0.3	7	0.2	-16	83	-3	-1
O=C(Cc1cccc2ccccc12)Nc1ccc(O)cc1C(=O)O	1	3	-2.4	-12	0.1	-6	102	-1	1
Cc1ccc2c(c1)C1CC(C)(O2)N(c2cccc(C(=O)NC3CCN(Cc4ccccc4)CC3)c2)C(=O)N1 (centres undefined)	-4	7	0.2	8	0.3	-3	88	13	5
CCc1ccc(-c2cc(C)no2)cc1S(=O)(=O)N1CCN(c2ccc(F)cc2)CC1	-6	9	2.6	-15	0.4	-19	92	-3	-2
Cc1ccccc1NC(=O)CSc1nnc(-c2ccccc2)n1-c1ccccc1	2	-8	1.0	-11	0.0	-17	100	-17	0
Cc1cc(=O)oc(C)c1C(=O)Nc1cccnc1Cl	12	2	-4.1	5	0.0	-2	93	-2	0
N#C/C(=C1\CCCN1)c1ccc2ccccc2n1	0	6	-0.2	-1	0.1	-5	105	10	0
COc1cccc(C(=O)C2CN(c3ccccc3)CC2c2ccc(Cl)cc2)c1 (centres undefined)	-2	-2	0.4	4	-0.2	3	99	2	0
CCOC(=O)C1=C(COc2ccccc2)NC(=O)NC1c1ccc(Br)cc1 (centres undefined)	2	3	1.9	-3	-0.2	8	102	3	5
CN(C)Cc1ccccc1Sc1ccc(Br)cc1	1	1	1.6	5	0.4	10	97	-5	-4
COc1cc(C2Sc3ccccc3NC3=C2C(=O)OC3)cc(OC)c1OC (centres undefined)	11	-4	-0.3	-14	-0.1	-7	89	6	3
COc1cc(/C=N/n2cnnc2)ccc1OC(=O)c1ccncc1	-5	1	-0.1	15	0.0	-13	106	-4	2
CC1CCN(c2nc3ccccc3nc2N2CCC(C)CC2)CC1	3	9	-2.0	12	0.0	8	110	-1	-3
CC(=O)Nc1cccc(NC(=O)CSc2ncc(-c3ccccc3)[nH]2)c1	-7	6	-0.5	0	0.0	2	112	-1	-1
CCOc1ccc(S(=O)(=O)n2nnc3ccccc32)cc1C(C)C	4	3	2.9	-1	0.4	-8	151	1	-1
CCOC(=O)Nc1oc2ccccc2c(=O)c1C	4	0	2.3	7	0.1	-7	102	-3	0
Cc1ccc(S(=O)(=O)N2CCCC(C(=O)NCc3ccc4c(c3)OCO4)C2)cc1 (centres undefined)	3	4	0.8	5	-0.3	6	100	6	-3
CC(=O)c1ccc(S(=O)(=O)N2Cc3ccccc3CC2C(=O)O)cc1 (centres undefined)	8	11	-2.4	-3	-0.2	4	97	6	2
COc1cc(C(=O)OCc2cc(=O)c(O)co2)ccc1OC(F)F	5	1	1.5	-2	0.3	-9	98	5	-2
O=C(NCc1ccco1)c1ccccc1-c1ccccc1	5	-2	0.2	-22	0.1	-14	114	-2	-3
CC(C)c1ccc(-c2nc(N3CCCCC3)[nH]c(=O)c2C#N)cc1	0	4	2.4	9	0.0	0	106	3	-2
CCN(CCn1cccn1)C(=O)CC1C(=O)NCCN1CC1CCCCC1 (centres undefined)	6	10	-4.5	17	0.1	3	101	12	1
Cc1ccc(OCC(=O)N2CCC(N3CCCCCC3)CC2)cc1	-14	5	-3.3	5	-0.1	10	101	2	0
Cc1cnc(NC(=O)c2ccco2)s1	-6	-3	2.6	14	0.0	-7	95	2	-2
CN(C)S(=O)(=O)N1CCN(C(=O)c2ccc3c(c2)OCO3)CC1	5	1	-2.0	12	-0.1	8	112	4	0
C=CCC1=C/C(=C\c2c(N)n3nc(CC(=O)N4CCCC4)sc3nc2=O)C=C(OC)C1=O	-16	3	-6.8	1	0.2	-8	108	-5	3
O=C(COC(=O)c1cc(Br)c(Br)s1)NCCC1=CCCCC1	6	0	-0.3	-1	-0.1	-1	103	-1	4
O=C1/C(=C/c2ccco2)N=C(N2CCCCC2)N1c1ccccc1	5	17	0.8	7	0.2	-5	93	12	7
C=CCn1c(C)cc(C2=NNC(=NC(C)(C)C)SC2)c1C	-1	4	-2.0	6	0.1	-4	93	9	-2
O=C(Nc1ccccc1)c1cc(S(=O)(=O)N2CCSCC2)ccc1Cl	3	-1	-1.7	15	0.1	1	101	-4	-2
C#CCOCCOCCOCCNc1nc(N2CCOCC2)nc(N2CCN(C(=O)CCCCCCCCCCNC(=O)Cn3cc(CCCCCN)nn3)CC2)n1	4	0	/	0	0.0	-5	95	0	-1
COc1ccc(C(=O)C2CCN(C(=O)Nc3ccccc3C)CC2)cc1	-3	1	0.1	4	0.1	5	101	1	-5
CC1(C)CC(=O)c2sc(NC(=O)CN3C(=O)CCC3=O)nc2C1	3	2	-2.3	18	-0.2	7	90	5	3
COc1cccc(N2CCN(S(=O)(=O)c3ccc(-c4cnc(C5CC5)o4)cc3)CC2)c1	-1	3	2.4	-5	0.1	91*	122	-1	-8
CCCn1c2ccccc2c2nnc(SCC(=O)Nc3cc(C)on3)nc21	-3	12	2.3	-6	-0.1	2	95	6	0
CC(OC(=O)c1cc2sccc2n1C)C(=O)NCc1ccc2c(c1)OCO2 (centres undefined)	0	3	1.3	-10	-0.3	15	102	-5	-2
O=C(CC1C(=O)NCCN1Cc1ccccc1C(F)(F)F)NCCN1CCCCC1=O (centres undefined)	8	19	-5.9	15	0.0	7	103	20	1
O=S(=O)(NCc1ccccc1)c1ccc2ccccc2c1	5	-4	2.3	-9	0.0	1	119	-1	-3
CCOC(=O)Cc1csc(NC(=O)CSc2nc(=O)[nH]c3c2CCC3)n1	-2	4	-0.7	-9	0.1	-1	98	4	3
O=C(Nc1cccnc1)c1cccs1	8	8	-2.2	-10	-0.3	4	93	-1	-2
S=c1[nH]nc(COc2ccccc2)n1/N=C/c1c(Cl)cccc1Cl	2	-15	-4.9	11	0.1	7	92	-18	1
COC(=O)c1c(NC(=O)CN2CCN(c3ccccc3)CC2)c2c(C)cccc2n1C	-1	7	-0.4	-10	-0.2	-15	107	9	-5
CNc1nnc(Sc2ncccc2[N+](=O)[O-])s1	40*	64*	-1.9	6	0.1	-1	117	62*	1
Cc1ccc2c(c1)S/C(=C\c1cccc[n+]1C)N2CCO	-186	-8	18	-3	0.2	8	92	-21	5
Cc1ccc(OCC(=O)Nc2ccc3oc(=O)ccc3c2)cc1	1	-2	-1.7	6	0.1	-18	113	2	-3
O=C(NNC(=O)c1cccc2ccccc12)c1ccc(-c2ccccc2)cc1	13	12	-3.1	0	3.4	22	91	10	1
Cc1ccc(CNC(=O)CCCC(=O)O)cc1	3	4	-3.3	4	-0.1	9	94	2	-2
CCn1cc(S(=O)(=O)N2CCc3ccccc3C2)cn1	2	-5	-2.0	4	-0.7	-21	89	-1	7
CC(=O)NS(=O)(=O)c1ccc(NC(=O)c2cccc(S(=O)(=O)N3CCc4ccccc43)c2)cc1	6	3	0.3	0	-0.1	5	68	4	-4
Cc1cccc(C)c1OCC(=O)Nc1cccc(NC(=O)c2ccco2)c1	-2	0	-3.9	1	0.1	-3	126	-16	-5
CNC(=O)CS(=O)CC(=O)Nc1cc(OC(C)C)c(Cl)cc1Cl (centres undefined)	-7	1	-0.5	1	0.4	-13	107	-6	1
CSc1nsc(SCC(=O)Nc2ccccc2)n1	0	3	0.1	-14	0.2	3	95	13	-1
Cc1ccc(S(=O)(=O)Cn2nnnc2CN(Cc2ccco2)Cc2cccs2)cc1	4	5	3.4	-13	0.5	-12	93	3	-4
Cc1cc(NC(=O)C(C)C)ncc1NC(=O)c1ccco1	2	3	-4.3	-12	-0.1	0	99	0	3
COc1ccc(OC)c(NC(=O)COC(=O)CCC2CCCC2)c1	6	4	/	-7	0.3	/	109	4	/
CC1(C)CC2CC(C)(CN2C(=O)c2ccc([N+](=O)[O-])cc2)C1 (centres undefined)	6	6	1.4	0	0.0	-3	99	7	2
CCN(C(=O)COC(=O)c1nn(-c2ccccc2)c(=O)c2ccccc12)C1CCS(=O)(=O)C1 (centres undefined)	0	-1	-0.5	1	0.1	-3	96	-7	3
CC(NC(=O)CN(C)S(=O)(=O)c1ccc2c(c1)c(=O)n(C)c(=O)n2C)c1ccccc1 (centres undefined)	5	-5	1.7	-17	0.2	-22	123	-6	0
Cc1cc(C(=O)Nc2ccc(N3CCOCC3)c(Cl)c2)c(C)o1	6	5	0.1	12	0.0	-5	102	0	4
(next part)
SMILES	GLD-1 TGE inh	Bcl-xL primary	MEX-5 binding	ZTA counter	Efflux pump mplx	EBNA-1 inhibitor	CR mimetic SO	MCL1-BIM inh	Fam108B counter
Cc1ccc(Cl)cc1N1CCN(C(CC(C)C)c2nnnn2CC2CCCO2)CC1 (centres undefined)	4	-2	-0.3	13	-0.1	-4	102	-10	-1
CCCCNC(=O)CCn1ccc2cc(S(=O)(=O)N3CCCC3)ccc21	2	8	2.4	14	0.1	8	115	-1	-2
Cn1cc([N+](=O)[O-])c(C(=O)Nc2ccc(-c3nc4ccccc4[nH]3)cc2)n1	4	4	-1.5	-18	0.3	-11	107	-1	2
CCc1ccccc1NC(=O)CCN1C(=O)c2ccccc2C1=O	11	2	1.6	-9	0.0	1	102	5	3

Screens from PubChem BioAssay.
